SNCA expr inhib = reduces expression of the alpha-synuclein gene. HEK-293 SNCA-luciferase knock-in, luminescence, 24 h. AID 1671194. Potency, µM (top dose mostly 57.2 µM), inactives show at the highest dose activity change, negative = inhibition, usual class: inhibitors. 0.17% of 140,000 active;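 further: potency means the concentration at half of the fitted maximal effect; plate controls were DMSO cells for no effect and cell-free wells for full effect; nearly all actives have a fitted effect of over 45% in size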
IP6K1 inhibitor = blocks human inositol hexakisphosphate kinase 1. AID 1645851. activity change, % (series mostly up to about 58 µM). 0.81% of 140,000 active. Q92551. IP6K1 kinase, ADP-Glo luminescence, 2 h; active compounds read low; in the data active means activity change below about -25%
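ADP-Glo luminescence measures ADP made by human IP6K1 during a 2 h RT reaction with ATP/IP6 (mix at 1.3 mM/130 uM); top library doses 57.5 and 19.1 uM final.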
GPT2 inh = blocks human glutamate pyruvate transaminase 2; Recombinant GPT2, coupled pyruvate oxidase/HRP Amplex Red fluorescence; Potency, µM (highest dose often 57.7 µM), without a hit: at the top dose activity change, negative = inhibition, hits mostly inhibitors; 0.25% of 100,000 active; AID 1671188; further: potency means the concentration at half of the fitted maximal effect; nearly all actives have a fitted effect of over 60% in size; many of its hits are not listed in these tables
Target sequence (Q8TD30 whole entry, looked up): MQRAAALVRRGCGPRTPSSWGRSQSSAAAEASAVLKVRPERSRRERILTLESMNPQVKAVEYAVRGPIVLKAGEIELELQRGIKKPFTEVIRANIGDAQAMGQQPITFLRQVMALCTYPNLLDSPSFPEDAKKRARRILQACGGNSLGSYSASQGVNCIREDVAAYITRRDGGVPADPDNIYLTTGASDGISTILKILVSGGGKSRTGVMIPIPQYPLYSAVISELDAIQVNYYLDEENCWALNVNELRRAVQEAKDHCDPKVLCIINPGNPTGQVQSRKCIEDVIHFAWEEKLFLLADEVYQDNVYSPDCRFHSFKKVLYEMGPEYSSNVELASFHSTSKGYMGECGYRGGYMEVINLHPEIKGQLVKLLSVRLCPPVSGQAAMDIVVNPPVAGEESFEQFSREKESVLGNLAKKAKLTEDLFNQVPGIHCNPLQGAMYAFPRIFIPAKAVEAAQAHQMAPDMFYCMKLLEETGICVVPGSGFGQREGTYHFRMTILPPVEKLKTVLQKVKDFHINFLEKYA
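Fluorescence read-out: pyruvate from GPT2 turnover coupled to pyruvate oxidase, HRP and Amplex Red (0.2mM ThPP, 0.2U/mL PO and HRP, 50uM Amplex final). Substrates 250uM a-KG, 2mM L-alanine; enzyme 10ng/uL; 30 min RT.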
Luciferase inh = blocks purified firefly luciferase enzyme activity. P08659. purified P. pyralis luciferase, luminescence, biochemical. Potency, µM (highest dose often 115 µM), for the others: at the highest dose activity change, negative = inhibition, hits mostly inhibitors. 2.5% of 76,000 active; further: potency means the concentration at half of the fitted maximal effect; nearly all actives have a fitted effect of over 65% in size
Target sequence (P08659 whole entry, looked up): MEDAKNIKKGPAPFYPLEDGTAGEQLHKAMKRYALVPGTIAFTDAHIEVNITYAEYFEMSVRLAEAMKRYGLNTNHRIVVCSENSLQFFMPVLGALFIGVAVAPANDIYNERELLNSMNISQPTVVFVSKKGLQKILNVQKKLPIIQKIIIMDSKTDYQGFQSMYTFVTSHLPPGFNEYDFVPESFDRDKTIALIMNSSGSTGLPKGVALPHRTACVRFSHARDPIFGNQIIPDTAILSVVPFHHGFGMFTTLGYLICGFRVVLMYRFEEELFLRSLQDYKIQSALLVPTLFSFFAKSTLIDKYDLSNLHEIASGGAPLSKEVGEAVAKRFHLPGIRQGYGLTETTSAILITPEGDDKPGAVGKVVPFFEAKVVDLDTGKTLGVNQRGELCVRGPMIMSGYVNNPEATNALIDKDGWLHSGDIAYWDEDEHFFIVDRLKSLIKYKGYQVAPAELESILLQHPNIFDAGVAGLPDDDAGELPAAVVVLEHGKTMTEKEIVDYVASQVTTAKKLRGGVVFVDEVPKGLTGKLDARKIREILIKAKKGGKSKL
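Luminescence read by CCD imager after adding enzyme (10nM final) to wells holding compound, titrated in qHTS. Substrates 10uM each D-luciferin and ATP; buffer 50mM Tris acetate pH 7.5, 10mM Mg acetate, Tween-20, BSA.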
3T3 cytotox = kills NIH 3T3 cells; NIH 3T3 viability, CellTiter-Glo ATP luminescence, 48-72 h; Potency, µM (doses to about 96.7 µM), inactives show at the top dose activity change, negative = cytotoxicity, most hits filed as inhibitors; 4.3% of 94,000 active; AID 1345082; further: potency means the concentration at half of the fitted maximal effect; nearly all actives have a fitted effect of over 55% in size
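Mouse fibroblast NIH 3T3 cells, 400 per well, received compound via pintool and were incubated for 48 or 72 hr prior to CellTiter-Glo ATP luminescence measurement.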
SNCA viab count = counter-screen for SNCA expression inhibitors: cell viability. 0.12% of 150,000 active. Potency, µM (highest dose often 57.1 µM), without a hit: at the top dose activity change, negative = cytotoxicity, hits mostly cytotoxic. AID 1671193. HEK-293-SNCA-luc viability, GF-AFC fluorescence, 24 h;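 further: potency means the concentration at half of the fitted maximal effect; 0% = DMSO-treated cells and -100% = medium-only wells without cells; nearly all actives have a fitted effect of over 30% in size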
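Cytotoxicity counterscreen: after 24 h compound treatment of genome-edited SNCA-luciferase HEK-293 cells, live-cell protease substrate GF-AFC read by fluorescence after 30 min; activity scaled between DMSO (0%) and medium-only (-100%), curves Hill-fitted.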
HEK cytotox = cytotoxic compounds in HEK 293 cells; HEK 293 viability, ATP luminescence (CellTiter-Glo), 48-72 h; Potency, µM (series often up to 115 µM), without a hit: at the highest dose activity change, negative = cytotoxicity, hits mostly inhibitors; 6.6% of 94,000 active; AID 1345083; further: potency means the concentration at half of the fitted maximal effect; nearly all actives have a fitted effect of over 60% in size
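Read-out: CellTiter-Glo ATP luminescence. Cells: HEK 293, 250 cells/well. Exposure: 48 or 72 hr, 37 degree Celsius.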
Active calls of the source: *; i = inactive; u = inconclusive; x = not tested or not shown; [ ] = dose if it differs, or a comment. Unless noted, the call rests on the fitted dose curve; in most records, active means well fitted curve in the direction sought with a large enough effect; inconclusive means small, poorly fitted or top-dose-only effect, or another doubt; inactive means no such curve, though single readings can be large; an effect the other way counts as inactive or inconclusive. Unless noted, on the % scale 0 is the no-effect control and ±100 the full control effect. Some of the compounds tested. The share of hits here may be higher or lower than overall.

SMILES	SNCA expr inhib	IP6K1 inhibitor	GPT2 inh	Luciferase inh	3T3 cytotox	SNCA viab count	HEK cytotox
CCN(CC)CCOc1ccc(C(O)(Cc2ccc(Cl)cc2)c2ccc(C)cc2)cc1 (configuration not stated)	37%[25.6 µM]	1	i	x	x	-12%[23.9 µM]	x
O=C(CSc1nc2c(oc3ccccc32)c(=O)n1-c1ccccc1F)Nc1ccccc1	-6%	29	x	x	x	-27%	x
OC[C@@H]1CNC[C@H]1C1CCN(Cc2ccsc2)CC1	31%[activator]	33	i	2%	1%	2%[12.5 µM]	1%
COc1ccc(-c2noc([C@@H]3CCCN3C(=O)c3ccc(F)cc3Cl)n2)cc1OC	36%[activator]	16	u	1%	-19%	-3%	u
O=C(C[C@@H]1C[C@H]2O[C@H](CNC3CCNCC3)[C@@H](O)[C@H]2O1)N1CCOCC1	-4%	-11	0%	2%	-3%	-2%	i
Cn1nc(C2CCN(C(=O)c3cccc(Cl)c3)CC2)[nH]c1=O	35%[activator][87.6 µM]	21	i	1%[172 µM]	-7%[138 µM]	-13%[87.6 µM]	-13%[172 µM]
COc1cc(Cl)c(C)cc1NC(=O)C1CCN(c2nc3ccccc3n3cccc23)CC1	-19%	-11	x	x	x	-5%	x
Cc1[nH]cnc1-c1nccn1CCN1N=C(c2ccccc2)CCC1=O	2%	-7	0%[11.5 µM]	-4%	i	-4%	i
CCN1CCC2(CCC1=O)CN(Cc1cc(C#N)n(CC)c1)CCN2C (configuration not stated)	-8%	17	0%	6%	1%	2%	i
COc1ccc(Nc2ccnc(N3CCN(C(=O)C(C)(C)C)CC3)n2)cc1	9%	-10	i	x	u	-3%	u

7 compounds from above, sorted by heavy-atom count, rising.
SMILES	SNCA expr inhib	IP6K1 inhibitor	GPT2 inh	Luciferase inh	3T3 cytotox	SNCA viab count	HEK cytotox
OC[C@@H]1CNC[C@H]1C1CCN(Cc2ccsc2)CC1	31%[activator]	33	i	2%	1%	2%[12.5 µM]	1%
Cn1nc(C2CCN(C(=O)c3cccc(Cl)c3)CC2)[nH]c1=O	35%[activator][87.6 µM]	21	i	1%[172 µM]	-7%[138 µM]	-13%[87.6 µM]	-13%[172 µM]
CCN1CCC2(CCC1=O)CN(Cc1cc(C#N)n(CC)c1)CCN2C (configuration not stated)	-8%	17	0%	6%	1%	2%	i
COc1ccc(Nc2ccnc(N3CCN(C(=O)C(C)(C)C)CC3)n2)cc1	9%	-10	i	x	u	-3%	u
COc1ccc(-c2noc([C@@H]3CCCN3C(=O)c3ccc(F)cc3Cl)n2)cc1OC	36%[activator]	16	u	1%	-19%	-3%	u
CCN(CC)CCOc1ccc(C(O)(Cc2ccc(Cl)cc2)c2ccc(C)cc2)cc1 (configuration not stated)	37%[25.6 µM]	1	i	x	x	-12%[23.9 µM]	x
COc1cc(Cl)c(C)cc1NC(=O)C1CCN(c2nc3ccccc3n3cccc23)CC1	-19%	-11	x	x	x	-5%	x

The listing continues.
SMILES	SNCA expr inhib	IP6K1 inhibitor	GPT2 inh	Luciferase inh	3T3 cytotox	SNCA viab count	HEK cytotox
CCN(c1cccc(C)c1)C(CNS(=O)(=O)c1ccccc1)c1ccccc1 (configuration not stated)	u	0	x	x	x	-22%	x
O=C1Cc2c(-c3cccc(CO)c3)n[nH]c2CN1CC1CC1	-18%[87.6 µM]	3	-2%[88.5 µM]	-19%[172 µM]	u	-6%[87.6 µM]	0%[172 µM]
O=C(Nc1ccccc1)c1ccc2c(c1)OCCN(CCC(F)(F)F)C2	32%[activator][87.6 µM]	-12	u	u	u	-9%[87.6 µM]	u
COCc1nc(CCNC(=O)Cc2ccccc2)no1	1%	18	i	5%	i	-1%[12.5 µM]	-2%
CN(C)[C@@H]1[C@@H](NS(=O)(=O)c2cccc3c2OCCO3)[C@H]2CCO[C@H]21	0%	-7	i	2%	3%	-2%	1%
Cc1cc(C(F)(F)F)nn1CC(=O)N1CCc2n[nH]c(=O)n2CC1	-1%	-8	i	-14%	-5%	-9%	-6%
Cc1cccc(Cn2c(=O)n(CCc3ccccc3)c(=O)c3sc4ccccc4c32)c1	28%	-10	x	x	x	6%	x
CC(=O)N1Cc2ccccc2CC2(CCCN(CC3CCOCC3)C2)C1 (configuration not stated)	7%	3	-3%	x	3%	10%	-1%
CCc1ccccc1Nc1nn2c(=O)c3ccc(C(=O)NC(C)C)cc3nc2s1	3%	-1	x	x	x	5%	x
CCCCCOc1ccc(-c2cc(-c3ccc(C(=O)N[C@H]4C[C@@H](O)[C@@H](O)NC(=O)C5[C@@H](O)[C@@H](C)CN5C(=O)C([C@H](O)CC(N)=O)NC(=O)C([C@H](O)[C@@H](O)c5ccc(O)c(OS(=O)(=O)O)c5)NC(=O)C5C[C@@H](O)CN5C(=O)C([C@@H](C)O)NC4=O)cc3)no2)cc1 (some centres not stated)	x	13	i	x	x	-1%[23.9 µM]	x

Profiles, looked up by structure. Screens in order: SNCA expr inhib, IP6K1 inhibitor, GPT2 inh, Luciferase inh, 3T3 cytotox, SNCA viab count, HEK cytotox
`COCc1nc(CCNC(=O)Cc2ccccc2)no1` is entered as 1%, 18, i, 5%, i, -1%[12.5 µM], -2%
`CCN(c1cccc(C)c1)C(CNS(=O)(=O)c1ccccc1)c1ccccc1` (configuration not stated) is entered as u, 0, x, x, x, -22%, x

The results go on.
SMILES	SNCA expr inhib	IP6K1 inhibitor	GPT2 inh	Luciferase inh	3T3 cytotox	SNCA viab count	HEK cytotox
COc1ccc(CCNC(=O)CCc2c(C)nc3c(c(C)nn3-c3ccc(C)c(C)c3)c2C)cc1OC	0%	-4	x	x	x	-7%	x
COc1ccc(CC(=O)NC2CCN(c3ccccc3)C2=O)c(Cl)c1 (configuration not stated)	12%	-5	i	3%	-7%	10%	-4%
CC(=O)NC1CC2(CCN(C(C)=O)CC2)Oc2ccccc21 (configuration not stated)	u	-10	1%[88.5 µM]	x	-14%[138 µM]	-10%[87.6 µM]	-15%[172 µM]
COC(=O)[C@@H]1Cc2c([nH]c3ccccc23)[C@H]2C[C@@H](NC3CC3)C[C@@H](c3ccc(F)cc3)N21	28µM*	-5	-24%[88.5 µM]	-2%[172 µM]	28µM*	u	8.9µM*
Cc1cc(C(=O)N2CCNCC(O)C2)c(-c2ccccc2)o1 (configuration not stated)	1%	12	4%	-6%	i	4%	i
COC1CN(C2CCN(C(=O)c3cccc4[nH]ccc34)CC2)C12CCOCC2 (configuration not stated)	-11%	0	-7%	x	-11%	11%	-1%
CCOc1cccc(-c2noc(-c3ncn4c3COC(c3ccc(OC)cc3)C4)n2)c1 (configuration not stated)	u	3	2%	-6%	22µM*	-18%	22µM*
C=CCN(Cc1nc(-c2cccc(Cl)c2)oc1C)C1CCS(=O)(=O)C1 (configuration not stated)	45%[activator]	3	i	6%	-28%	1%	-11%
Cc1cc(C)cc(NS(=O)(=O)c2ccc(N3CCCCS3(=O)=O)cc2)c1	-23%	-7	x	x	x	-25%	x
CCn1c(=O)c2ccnn2c2ccc(C(=O)Nc3ccc(C)c(F)c3)cc21	-17%	5	1%	-1%	-6%	-16%	45µM*
Cc1ccc(Cn2cc(CCC(=O)NCc3ccccc3F)c3ccccc32)cc1	u	20	x	x	x	5%	x
Cc1ccc(Cn2c(=O)c(-c3noc(C)n3)c3n(c2=O)CCCC3)cc1	8%	8	-9%	0%	2%	5%	4%
CCn1cc2c3c(cccc31)CN(C(=O)c1ccc(OC)c(F)c1)CC2	-1%	4	-14%	0%	u	0%	u
O=C(NCCC1=CCCCC1)c1ccc2c(c1)sc1nc(-c3ccc(F)cc3)cn12	76%[activator]	8	x	x	x	7%	x
O=C(Cc1c[nH]c2ccccc12)NCc1cccnc1N1CCOCC1	0%	11	0%	4%	-6%	0%	-11%
CCOC(=O)c1sc(NC(=O)CC[C@H]2NC(=O)c3ccccc3NC2=O)nc1C	-1%	5	i	-7%	u	-5%	-16%
CCc1cc2cc(OC)c(OC)cc2c(Cc2ccccc2)n1	47%[25.6 µM]	5	i	x	x	1%[23.9 µM]	x
CC(=O)c1ccc(NC(=O)O[C@@H]2CO[C@H]3[C@@H]2OC[C@@H]3NC(=O)c2ccco2)cc1	4%[87.6 µM]	5	-4%[88.5 µM]	4%[172 µM]	-7%[174 µM]	4%[87.6 µM]	-14%[172 µM]
C=C1CCC2C(C)(C)CC(O)CC2(C)C1CCC(C)CC(=O)O (configuration not stated)	x	-7	i	x	x	-5%	x
O=C(c1cc(-c2cccc(C(F)(F)F)c2)c2nncn2n1)N1CCN(Cc2ccccc2)CC1	-16%	-2	i	x	-11%	0%	u

Three entries drawn at random from the list so far, as already listed:
SMILES	SNCA expr inhib	IP6K1 inhibitor	GPT2 inh	Luciferase inh	3T3 cytotox	SNCA viab count	HEK cytotox
CCOC(=O)c1sc(NC(=O)CC[C@H]2NC(=O)c3ccccc3NC2=O)nc1C	-1%	5	i	-7%	u	-5%	-16%
CCc1cc2cc(OC)c(OC)cc2c(Cc2ccccc2)n1	47%[25.6 µM]	5	i	x	x	1%[23.9 µM]	x
CCn1cc2c3c(cccc31)CN(C(=O)c1ccc(OC)c(F)c1)CC2	-1%	4	-14%	0%	u	0%	u

Further structures
SMILES	SNCA expr inhib	IP6K1 inhibitor	GPT2 inh	Luciferase inh	3T3 cytotox	SNCA viab count	HEK cytotox
COCC(=O)Nc1ccc([C@@H](O)[C@H]2COCC(=O)N2Cc2ccccc2F)cc1	-26%[87.6 µM]	-6	4%[88.5 µM]	11%[172 µM]	i	3%[87.6 µM]	0%[172 µM]
CCc1cccc(-n2nnnc2N2CCN(C(=O)Nc3ccc(C)c(F)c3)C(C)C2)c1 (configuration not stated)	9%	12	-9%	x	u	-4%	u
C[C@H](O)c1onc(-c2ccc(F)cc2)c1C(=O)NC(C)(C)C	27%[87.6 µM]	1	i	2%[172 µM]	i	8%[87.6 µM]	5%[172 µM]
Cc1noc(-c2ccco2)c1C(=O)NCCOc1ccccc1	25%	-2	-38%	-11%	u	-8%	u
O=C(c1cccc(Cl)c1)N1CCN(c2ccnc3ccnn23)CC1	7%[87.6 µM]	2	-4%[88.5 µM]	x	u	0%[87.6 µM]	u
CCC(=O)N1Cc2ccccc2CC2(CCN(CC3CCNCC3)C2)C1 (configuration not stated)	-24%	-1	i	x	-3%	1%	-12%
O=C(CCc1ccc(O)cc1)N1CCC2(CCNCC2)CC1	0%	-5	1%	-1%	-2%	-8%	i

Source: PubChem BioAssay
